# Compound activity deposited in PubChem by several laboratories.
# LMP1 NFkB inh: EBV LMP1-driven NF-kappaB luciferase reporter inhibitors, primary screen, cell-based, luminescence, single point; LMP1-induced NF-kappaB luciferase reporter cells; inhibition, % at 12.5 µM; 350,000 compounds, 0.69% hits; AID 504558, 2011; in the data active = inhibition above about 41%;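 also: 0% = neutral control wells and 100% = reference inhibitor control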
# NCOA3 inh: SRC3 coactivator transcriptional activity inhibitors, primary screen, cell-based, luminescence | HEK293 GAL4-SRC3 luciferase reporter | AID 588352, 2011 | Nuclear receptor coactivator 3 (Homo sapiens), Q9Y6Q9 | 360,000 compounds, 0.17% hits | inhibition, % at 3.6 µM;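 active = inhibition above a per-campaign cutoff, the mean of all compounds plus 3 SD, cut at about 60% in these data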;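 also: 0% = DMSO-treated cells and 100% = gossypol-treated cells at 36 µM; higher means less SRC3-driven luciferase light from the GAL4 reporter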
# MC4R antagonist: MC4R antagonists of cAMP signaling, primary screen, cell-based, TR-FRET, antagonist arm of biased-ligand search. Melanocortin receptor 4 (Homo sapiens), P32245. MC4R-expressing cells, MTII-stimulated cAMP, LANCE TR-FRET. inhibition, % at 6.5 µM. 360,000 compounds, 0.48% hits. AID 540295, 2011;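 active = inhibition above its plate's cutoff, the mean of tested wells on that plate plus 3 SD, cut at about 29% in these data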;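 also: 0% = Melanotan II alone and 100% = Melanotan II plus saturating MCL0020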
# Target sequence (P32245 whole entry, looked up): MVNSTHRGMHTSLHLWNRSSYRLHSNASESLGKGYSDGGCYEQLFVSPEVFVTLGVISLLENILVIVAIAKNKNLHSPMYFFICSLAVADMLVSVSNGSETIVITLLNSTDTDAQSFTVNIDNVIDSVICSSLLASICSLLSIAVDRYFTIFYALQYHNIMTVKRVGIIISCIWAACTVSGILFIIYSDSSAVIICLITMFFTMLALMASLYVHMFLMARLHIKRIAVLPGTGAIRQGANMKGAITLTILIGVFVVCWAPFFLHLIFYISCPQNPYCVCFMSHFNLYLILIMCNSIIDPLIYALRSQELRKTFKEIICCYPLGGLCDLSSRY
#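 Material: U2OS-MC4R stable cell line | Reagent: Melanotan II challenge after compound preincubation | Doses: One concentration, 6.5 µM nominal | Incubation: 30-min compound preincubation, 1-h Melanotan II challenge, 1-h detection, room temperature | Signal: TR-FRET cAMP assay | Replicates: One well per compound, no replicates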
# ABHD5 PLIN5 PPI: ABHD5-PLIN5 interaction inhibitors, primary screen, cell lysate, split luciferase complementation, luminescence. Split G. princeps luciferase complementation, 4 h. inhibition, % at 4 µM. 360,000 compounds, 0.78% hits;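 active = inhibition above the mean inhibition across every tested compound plus 3 SD, cut at about 22% in these data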;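 also: 0% = DMSO only wells and the 100% control is not disclosed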
# NCOA2 inhibitor: inhibition of GAL4-SRC2 driven luciferase reporter, primary screen, SRC2 inhibitor project, cell-based, luminescence; HEK293 GAL4-SRC2 luciferase reporter; inhibition, % at 9 µM; Nuclear receptor coactivator 2 (Homo sapiens), Q15596; 370,000 compounds, 0.17% hits; AID 651957, 2012;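 active = inhibition above the mean inhibition of all tested compounds plus 3 SD, set per campaign, cut at about 52% in these data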;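 also: 0% = DMSO treated cells and 100% = cells given Gossypol at 36 µM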
# TLR9-MyD88 inh: inhibitors of TLR9-MyD88 association in cells, primary screen, cell-based, CHO, BLA complementation, fluorescence; AID 504734, 2011; CCF4 FRET ratio; 340,000 compounds, 0.21% hits; Toll-like receptor 9 (Homo sapiens) + Myeloid differentiation primary response protein …; inhibition, % at 4.98 µM;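 active = inhibition above the mean over all tested compounds plus 3 SD, cut at about 21% in these data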;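 also: 0% = DMSO only wells and 100% = clavulanate BLA inhibitor control wells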
# NR2F2 inh: NR2F2 transcriptional activity inhibitors, primary screen, cell-based, luciferase reporter, HEK293T, luminescence | COUP transcription factor 2 (Homo sapiens), P24468 | HEK293T NGFI-A luciferase reporter | inhibition, % at 8.6 µM | 370,000 compounds, 0.7% hits;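 active = inhibition above a per-plate cutoff, mean inhibition of test wells between control levels plus 3 SD, cut at about 38% in these data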;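 also: cells cotransfected with COUP-TFII expression vector driving the NGFI-A reporter; 0% = median of COUP-TF2 test wells and 100% = reporter-only cells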
# LRH-1 inv ag: LRH-1 (NR5A2) inverse agonists, primary screen, cell-based, luminescence, HEK293T, StAR-luciferase reporter; 360,000 compounds, 0.13% hits; inhibition, % at 3.6 µM; LRH-1 transfected, 24 h; AID 602396, 2012;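 active = inhibition above the mean inhibition of all tested compounds plus 3 SD, cut at about 73% in these data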;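 also: 0% = DMSO wells and 100% = reporter-only cells lacking LRH-1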
# Target sequence (O00482 whole entry, looked up): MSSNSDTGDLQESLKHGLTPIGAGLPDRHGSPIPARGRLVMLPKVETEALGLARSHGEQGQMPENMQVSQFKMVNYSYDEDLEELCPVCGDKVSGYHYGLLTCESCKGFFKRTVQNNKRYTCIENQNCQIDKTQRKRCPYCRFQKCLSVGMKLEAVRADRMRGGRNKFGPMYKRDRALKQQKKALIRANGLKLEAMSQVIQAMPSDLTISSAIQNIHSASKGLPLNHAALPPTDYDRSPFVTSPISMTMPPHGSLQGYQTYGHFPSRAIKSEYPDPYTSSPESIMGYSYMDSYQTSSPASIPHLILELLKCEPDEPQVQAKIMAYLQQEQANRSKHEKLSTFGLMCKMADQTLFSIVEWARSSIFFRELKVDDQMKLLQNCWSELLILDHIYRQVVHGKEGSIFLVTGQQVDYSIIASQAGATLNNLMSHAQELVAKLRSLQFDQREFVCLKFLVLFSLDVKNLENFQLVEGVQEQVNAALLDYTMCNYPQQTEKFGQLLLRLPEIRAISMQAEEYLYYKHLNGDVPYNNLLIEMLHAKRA
# NOD2 RIPK2 PPI: NOD2-RIPK2 binding disruptors in cells, primary screen, fluorescence, CHO cells, BLA complementation. inhibition, % at 4.98 µM. AID 624267, 2012. CCF4 ratio. 360,000 compounds, 0.38% hits; in the data active = inhibition above about 21%;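 also: 0% = vehicle only and 100% = reference blocker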
# MC4R barr agon: MC4R agonists recruiting beta-arrestin, primary screen, cell-based, luminescence, agonist arm of biased-ligand search | Melanocortin receptor 4 (Homo sapiens), P32245 | U2OS MC4R beta-arrestin complementation; percent of melanotan II response, DMSO zero | 360,000 compounds, 0.98% hits | activation, % at 8.9 µM;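 active = activation above a per-plate cutoff, the mean activation of sample wells on that plate plus 3 SD, cut at about 8% in these data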
# NCOA1 inh: SRC1 coactivator transcriptional activity inhibitors, primary screen, cell-based, luminescence | Nuclear receptor coactivator 1 (Homo sapiens), Q15788 | HEK293 GAL4-SRC1 luciferase reporter | inhibition, % at 3.6 µM | 360,000 compounds, 0.12% hits;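 active = inhibition above the campaign mean plus 3 SD, with each screening campaign given its own cutoff, cut at about 60% in these data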;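 also: 0% = DMSO treated cells and 100% = gossypol at 36 µM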
# * marks the source's active call; other numbers are inactive results; / = not tested or not shown.
SMILES,LMP1 NFkB inh,NCOA3 inh,MC4R antagonist,ABHD5 PLIN5 PPI,NCOA2 inhibitor,TLR9-MyD88 inh,NR2F2 inh,LRH-1 inv ag,NOD2 RIPK2 PPI,MC4R barr agon,NCOA1 inh
CC1CCN(C(=O)c2[nH]cnc2C(=O)N[C@H](C)c2ccccc2)CC1,0,-4,15,2,-10,-2,9,9,-2,-0.8,-4
CC1(C)CC(=O)/C(=C(/O)CCCN2C(=O)c3ccccc3C2=O)C(=NC(C)(C)C)C1,-22,6,11,5,18,3,12,12,2,-0.7,1
CCOC(=O)C1=CC[C@@H](c2cc(OC)c(OC)c(OC)c2)N(S(=O)(=O)c2ccc(C)cc2)[C@H]1C(=O)OCC,-9,0,2,-10,10,-10,-8,-3,-2,-1.0,1
CC1(C)Cc2cccc(OC(=O)NCCc3ccc(F)cc3)c2O1,/,/,/,3,11,/,-1,38,-3,/,/
COc1ccc(C2C(=O)N(C3CCCCC3)CC(=O)N2CC2COc3ccccc3O2)cc1 (stereo not given),-6,-21,-1,-8,-1,-8,15,4,-13,-1.0,-2
CCCCn1c(N)c(N(CC(C)C)C(=O)c2cc(Br)c(Br)s2)c(=O)[nH]c1=O,4,-18,8,8,0,-5,14,-24,3,-2.0,-12
COc1ccccc1-c1nc(SCC(=O)NCc2ccco2)c2c(=O)n(C)c(=O)n(C)c2n1,0,-1,14,2,0,-3,12,10,5,-1.4,-22
CCOC(=O)c1nn(C)c(C)c1Cl,-2,13,6,4,18,-13,-15,13,-6,-1.0,9
CCc1nn(CC(=O)N2CCN(Cc3ccc4c(c3)OCO4)CC2)c(=O)c2cc3occc3n12,14,2,-5,3,21,-8,13,9,5,1.7,16
CN(C(=O)CSc1ccccc1C(=O)O)C1CCCCC1,3,11,8,-4,-12,-1,-12,2,-11,-1.9,4
Cc1cc(C)n(C(C)n2nc(C)cc2C)n1,2,2,-1,-3,0,5,6,-13,-3,-1.3,-8
COc1ccc(-n2nnnc2SCC(=O)NC(=O)Nc2ccc3c(c2)OCCO3)cc1,-35,-30,1,-2,-45,5,-2,-24,1,0.6,-45
CCOC(=O)CSc1nc(-c2ccccc2)cc(C(F)(F)F)n1,-10,12,4,1,-5,3,-11,3,-2,-0.2,5
CCc1ccc(NC(=O)N(CCCN2CCOCC2)Cc2cccs2)cc1,1,8,2,6,0,6,-3,-1,10,-1.2,2
CNC(=O)C[C@H]1C(=O)N(c2ccc(OC)cc2)C[C@@H]1Cc1ccccc1,-2,-11,-4,-1,19,6,10,8,-6,-1.0,-12
NNC(=O)CCN1CCCCC1,1,0,26,-11,-13,-17,2,-1,4,-1.3,1
O=C1c2oc3ccccc3c(=O)c2C(c2cccs2)N1CCCN1CCOCC1 (stereo not given),-2,3,2,2,1,-1,-8,0,-12,-1.4,-31
COCC(=O)N1CCN(c2ccc([N+](=O)[O-])cc2)CC1,-3,5,0,4,-9,7,3,10,-12,1.0,-5
CCC(C)Sc1ccc([C@H]2N[C@@](CC(C)C)(C(=O)OC)[C@H]3C(=O)N(CC)C(=O)[C@@H]23)cc1 (stereo not given in full),-6,-27,7,-7,-16,0,-5,19,-6,4.0,12
COc1ccc(S(=O)(=O)N(C)CC(=O)Nc2ccccc2OC)cc1C,16,10,-6,-5,-7,3,12,-18,-2,-1.7,1

# Just NOD2 RIPK2 PPI and NCOA2 inhibitor, for some of the entries so far:
Compound | NOD2 RIPK2 PPI | NCOA2 inhibitor
COc1ccc(C2C(=O)N(C3CCCCC3)CC(=O)N2CC2COc3ccccc3O2)cc1 (stereo not given) | -13 | -1
CCCCn1c(N)c(N(CC(C)C)C(=O)c2cc(Br)c(Br)s2)c(=O)[nH]c1=O | 3 | 0

# Next entries follow.
SMILES,LMP1 NFkB inh,NCOA3 inh,MC4R antagonist,ABHD5 PLIN5 PPI,NCOA2 inhibitor,TLR9-MyD88 inh,NR2F2 inh,LRH-1 inv ag,NOD2 RIPK2 PPI,MC4R barr agon,NCOA1 inh
CC(C)(C)c1ccc(C(=O)NC(=S)Nc2ccc(N3CCOCC3)cc2)cc1,1,11,6,4,-17,-4,22,-16,-10,1.4,-17
COc1ccc(N(C)C(=O)c2ccc3c(Cl)c4c(nc3c2)CCCC4)c(OC)c1,7,14,24,1,21,-2,18,8,11,0.4,9
CCCn1c(C(Cc2ccccc2)NC(=O)COC)nc2ccccc21 (stereo not given),2,-33,10,8,15,6,5,-3,-11,-0.6,-21
Cn1nc(-c2ccc(C(=O)Nc3cccc(Cl)c3)cc2)c2ccccc2c1=O,19,2,10,-6,-2,0,-5,-18,-22,-1.1,-9
O=C(Nc1ccc(N2CCOCC2)cc1)C1(c2ccc(Cl)cc2)CCC1,-7,14,10,-4,0,-2,16,11,2,-0.9,17
O=C(NCCCn1ccnc1)/C(=C\c1cccs1)NC(=O)c1ccco1,-1,13,3,2,-4,6,8,-6,-3,-1.3,8
O=C(NCc1ccc(Cl)cc1Cl)C1CCN(S(=O)(=O)c2ccc3c(c2)OCCCO3)CC1,0,9,6,-7,-2,-2,12,12,2,1.5,-1
O=C(/C=C/c1cccc(F)c1)N1CCN(c2ncccn2)CC1,-7,9,1,0,18,-1,-42,-25,-7,-3.6,-14
CCOC(=O)N1CCN(C(=O)CNC(=O)Cn2cnc3ccccc3c2=O)CC1,-1,6,3,-2,7,-8,18,-5,-5,2.8,10
Cc1c(Cl)ccc(S(=O)(=O)N2CCN=C2c2ccccc2)c1Cl,1,-18,2,4,-8,2,8,7,-8,0.4,3
O=C(NCCCN1CCCC1=O)c1ccccc1OCc1ccc(Cl)cc1Cl,6,1,-5,11,-9,-9,-5,-14,-14,-0.9,-1
CCOCCCNCC(=O)N1CCN(S(=O)(=O)c2ccc(C)cc2)CC1,-6,15,3,3,-17,-6,2,16,-9,-2.5,9
CC1(C(=O)Nc2ccc(Cl)cc2)Cc2c(-c3ccc(C(N)=O)cc3)ccnc2O1 (stereo not given),/,2,9,5,16,/,20,-23,1,0.3,-2
O=S(=O)(NCC1CN(S(=O)(=O)c2ccc3c(c2)OCCO3)C1)c1c(F)cccc1F,-3,11,11,2,5,7,-4,-2,-4,-2.6,8
FC(F)(F)c1nc2ncc(Cl)cc2[nH]1,2,9,9,0,-6,-2,-5,-15,-1,-2.3,10
Cc1ccc(C(=O)Nc2cc([N+](=O)[O-])ccc2C)cc1,0,0,8,-2,-20,4,-7,9,7,0.1,7
Brc1ccccc1C1=Nn2c(nnc2-c2ccco2)SC1,8,-1,6,1,-8,4,-3,-19,-8,-0.2,-6
CCc1ccc(C(=O)COC(=O)CNC(=O)c2cccs2)cc1,-1,-7,4,11,-5,-2,-16,23,-8,-0.5,-18
Cc1ccc(C(C)(c2ccc(N)cc2)c2ccc(N)cc2)cc1,-2,2,7,3,-22,1,-8,9,-7,-0.7,-8
O=C(NC(c1ccccc1)c1ccsc1)C1CCN(CCOc2ccc(Cl)cc2Cl)CC1 (stereo not given),/,-6,-1,2,-18,/,-11,6,8,54*,-16
COc1ccc(N2CCN(C(=O)CCN3C(=O)C4C5C=CC(C5)C4C3=O)CC2)cc1 (stereo not given),-2,-5,21,2,-3,-4,5,4,-9,-2.2,-6
COc1cc(Cn2cnnn2)ccc1O,1,1,2,-10,-10,8,2,-11,0,-2.5,-30
Cc1cccc(OCCN2CCOCC2)c1C,1,-10,6,-1,4,-4,14,13,10,-2.2,13
CCCCCOC(=O)NCC(O)c1ccccc1 (stereo not given),-10,-47,4,1,-68,-8,-44,-106,5,-1.9,-86
COc1cccc2cc(C(C)N(CCCN3CCOCC3)C(=S)Nc3cc(C)ccc3C)oc12 (stereo not given),5,2,10,0,-2,-3,4,-10,-9,-1.9,13
O=C(Cc1ccc(Cl)cc1Cl)NC1CCCCCC1,1,-17,-5,-5,-5,-9,-4,3,1,2.2,14
COc1cccc(CC(=O)OCC(=O)NC(Cc2ccccc2)C(C)=O)c1 (stereo not given),4,-2,7,-12,11,-2,16,16,11,-3.6,4
O=C(CN1C(=O)NC2(CCc3ccccc32)C1=O)Nc1ccc(N2CCOCC2)cc1 (stereo not given),11,-2,2,3,-15,-4,2,0,-13,-1.4,-8
Cc1nc(NC(=O)C2CCCCC2)sc1C,-13,-71,4,-2,-12,5,-22,-88,-6,1.2,-65
COc1cc2c(cc1CNC[C@H]1O[C@@H](n3cnc4c(N)ncnc43)[C@H](O)[C@@H]1O)OCO2,0,4,2,5,/,-11,/,-16,3,-1.4,-8
CCCC(=O)Nc1nnc(SCC(=O)NCc2cccs2)s1,1,8,0,-5,14,10,-4,8,1,3.2,0
CS(=O)(=O)N(CC(=O)NCc1ccccc1)c1ccc(Cl)cc1,10,-20,13,2,3,10,-18,4,12,-1.5,-13
COc1ccc2sc(-c3ccc(S(C)(=O)=O)cc3)c(C#CCO)c2c1,-12,-10,11,6,-38,0,23,28,5,1.5,-18
CC(=O)c1ccc(N(CC(=O)NC2CCCCC2)C(=O)c2csnn2)cc1,3,5,-1,2,7,-9,-18,-3,-3,-2.1,-9
COc1cccc(OCc2cc(/C=N/Nc3ccc(C(=O)O)cc3)ccc2OC)c1,0,-19,-4,3,-28,3,3,-54,-2,-0.9,-26
COc1ccc2cc(C(=O)C3CCCN(C(=O)CCc4ccccn4)C3)ccc2c1 (stereo not given),0,-20,18,5,-29,-4,-34,-22,1,0.5,-19
CCCn1c(SCC#N)nc2c(c1=O)C1(CCCC1)Cc1ccccc1-2,-10,-21,16,-6,14,5,10,-14,-8,-0.4,-1
O=C(Nc1ccc2sccc2c1)c1cccc(N2C(=O)CCC2=O)c1,6,-76,10,3,-59,1,-60,-95,12,0.4,-103
O=C(COC(=O)c1cccc(Oc2ccccc2)c1)NCc1ccco1,-9,4,-7,-1,18,8,-5,-7,10,-0.6,-6
Cc1cc(/C=C2/NC(=O)NC2=O)c(C)n1-c1sc2c(c1C#N)CCCC2,-9,4,-2,0,13,3,-16,-16,3,-1.9,2

# The list is partial; rates above refer to the full screens.
